Assay outcomes from PubChem BioAssay.
Tat transport – E. coli Tat export inhibitors, primary screen, MC4100, TorA-mCherry reporter, fluorescence, single point | inhibition, % at 10 µM | 340,000 compounds, 0.036% hits;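 active = mean replicate inhibition at least 50% and at least half of replicates individually reaching 50%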;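 also: exported cargo escapes ClpAP degradation while cytoplasmic cargo is degraded and loses fluorescence; 0% = median of neutral control wells and 100% = median of NaSCN control wells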
MITF TRPM1 HTS – activators of MITF-driven TRPM1 promoter reporter, primary screen, cell-based, SK-MEL-5, luciferase, single point | SK-MEL-5 TRPM1-promoter luciferase, 24 h; % of positive control, neutral wells = 0 | activation, % at 12.5 µM | 300,000 compounds, 0.75% hits;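 active = mean activation of at least 80% with every replicate also reaching 80%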;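 also: 0% = neutral control wells and 100% = parthenolide positive control wells; values of inactives mirror those of a sister screen read the other way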
SR-BI DiI-HDL act – activators of SR-BI mediated DiI-HDL uptake, primary screen, ldlA[mSR-BI] CHO cells, DiI fluorescence; AID 504775, 2011; activation, % at 12.5 µM; 320,000 compounds, 0.096% hits; 3 h; 100 = double the neutral-control signal;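 active = mean replicate activation of at least 60% and every replicate at or above 60%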;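 also: 0% = median plate neutral-control signal and 100% = twice that signal; values of inactives mirror those of a sister screen read the other way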
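Material – SR-BI-overexpressing, LDLR-lacking CHO cells · Medium – BSA-supplemented, HEPES-buffered Ham's F12, pH 7.4 · Doses – single concentration · Times – compound with DiI-HDL co-incubation, 3 h at 37 °C · Measured by – bottom-read fluorescence, 550/595 nm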
phage Ecoli inh – growth loss of phage-infected E. coli, primary screen, RecBCD inhibitor project, absorbance, with phage, HTS; AID 651602, 2012; 360,000 compounds, 0.26% hits; inhibition, % at 11.9 µM; in the data active = inhibition above about 11%
CAL PDZ FP-1 – CAL PDZ peptide-binding inhibitors, primary screen, biochemical, fluorescence polarization, Cer-tagged CAL PDZ, HTS; Golgi-associated PDZ and coiled-coil motif-containing protein (Homo sapiens), Q9HD26; purified CAL PDZ, TMR-peptide fluorescence polarization, 1 h; inhibition, % at 20 µM; 330,000 compounds, 0.02% hits; AID 504414, 2011;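 active = highest replicate inhibition of at least 40%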;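 also: plate controls were DMSO neutral control wells for no effect and unlabeled competitor peptide control wells for full effect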
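System: tagged CAL PDZ domain. Schedule: 1 h room-temperature incubation prior to read. Signal: fluorescence polarization (mP). Measure: percent inhibition from loss of millipolarization.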
E coli growth – E. coli V3065 growth inhibition, primary screen, counter-screen for AddAB inhibitor project, absorbance, OD600; inhibition, % at 11.9 µM; AID 449728, 2010; 330,000 compounds, 0.27% hits; 18 h;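 active = inhibition above the campaign's mean inhibition across all tested compounds plus 3 SD, cut at about 9.9% in these data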;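 also: uninfected addAB+ strain grown without phage in ampicillin broth; 0% = DMSO wells and 100% = ciprofloxacin 0.95 µg/ml wells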
AddAB inh – growth inhibition of E. coli expressing H. pylori AddAB, primary screen, AddAB inhibitor project, absorbance; inhibition, % at 11.9 µM; 330,000 compounds, 0.29% hits; AID 435030, 2010; in the data active = inhibition above about 12%;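 also: 0% = vehicle wells of infected cells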
SR-BI DiI inh – inhibitors of SR-BI mediated HDL lipid uptake, primary screen, ldlA[mSR-BI] cells, fluorescence, single point | 320,000 compounds, 0.96% hits | Scavenger receptor class B member 1 (Mus musculus), Q61009 | inhibition, % at 12.5 µM | ldlA[mSR-BI] CHO cells, DiI-HDL uptake fluorescence, 3 h;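 active = mean replicate inhibition of at least 70% and a set share of replicates each scoring 70 or more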;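 also: 0% = median of neutral control wells and 100% = median of positive control wells; values of inactives mirror those of a sister screen read the other way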
Target sequence (Q61009 whole entry, looked up): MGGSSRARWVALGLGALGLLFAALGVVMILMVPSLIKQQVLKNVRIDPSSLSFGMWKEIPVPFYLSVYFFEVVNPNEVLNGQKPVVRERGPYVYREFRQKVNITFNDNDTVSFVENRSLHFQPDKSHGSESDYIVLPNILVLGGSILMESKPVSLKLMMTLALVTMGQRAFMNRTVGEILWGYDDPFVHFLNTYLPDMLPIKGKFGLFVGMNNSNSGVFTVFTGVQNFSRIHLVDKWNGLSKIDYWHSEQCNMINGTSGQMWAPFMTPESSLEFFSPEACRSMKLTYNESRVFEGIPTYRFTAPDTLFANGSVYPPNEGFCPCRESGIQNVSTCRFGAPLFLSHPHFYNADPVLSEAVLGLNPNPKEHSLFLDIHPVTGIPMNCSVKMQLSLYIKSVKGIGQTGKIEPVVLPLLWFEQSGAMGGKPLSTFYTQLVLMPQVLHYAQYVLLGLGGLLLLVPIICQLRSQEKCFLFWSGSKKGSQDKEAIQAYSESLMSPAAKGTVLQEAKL
Wnt bcat act – Wnt/beta-catenin pathway activators, primary screen, cell-based, plate reader, single point | Wnt/beta-catenin reporter cell assay, activator | activation, % at 9.35 µM | 300,000 compounds, 1.2% hits | AID 743398, 2014; in the data active = activation above about 30%, passing the limit was not always enough;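 also: 0% = neutral control wells and 100% = positive control wells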
CAL PDZ FP-2 – untagged CAL PDZ binding inhibitors, primary screen, biochemical, fluorescence polarization, HTS | inhibition, % at 24.9 µM | 300,000 compounds, 0.92% hits | AID 602252, 2012 | Golgi-associated PDZ and coiled-coil motif-containing protein (Homo sapiens), Q9HD26 | purified CAL PDZ, TMR-peptide fluorescence polarization, 1 h;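 active = mean inhibition of at least 30% with at least half of replicates also reaching 30%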;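 also: 0% = DMSO neutral control and 100% = excess unlabeled competitor peptide PRC23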
* marks the source's active call; other numbers are inactive results; / = no result given.

#	molecule	Tat transport	MITF TRPM1 HTS	SR-BI DiI-HDL act	phage Ecoli inh	CAL PDZ FP-1	E coli growth	AddAB inh	SR-BI DiI inh	Wnt bcat act	CAL PDZ FP-2
1	NC(=O)NC(=O)C[n+]1cccc(/C=N/O)c1	-4	3	26	5.7	-1.4	-0.9	1.6	-26	-5	4
2	C=C(C)c1cccc(C(C)(C)NC(=O)NC2CCN(Cc3ccccc3)CC2)c1	0	7	-1	2.0	-1.4	0.2	-0.6	1	1	-3
3	CC(=O)N1CN(Cc2ccccn2)Cc2c1sc1c2CCCC1	-5	-7	-3	2.2	-0.6	3.7	3.2	3	/	-3
4	O=C(CN1CCN(C(=O)c2ccco2)CC1)Nc1ccccc1	2	2	/	1.8	-1.2	1.4	2.7	/	-3	-5
5	COC(=O)C1C(=O)/C(=C(/C)N2CCCC2)C(=O)CC1(C)C (centres undefined)	3	-2	11	0.6	0.7	2.9	1.6	-11	-4	-11
6	Cc1cc(O)c2c(-c3ccccc3)cc(=O)oc2c1	2	2	4	0.6	-5.8	3.0	4.3	-4	2	-5
7	CCN(CC)S(=O)(=O)c1ccc(/C=C/C(=O)Nc2cccc(F)c2)cc1	2	6	-45	3.1	-2.5	0.0	2.9	45	-1	/
8	COc1cccc(CN(C(=O)c2ccccc2Br)C2CCS(=O)(=O)C2)c1 (centres undefined)	16	3	32	-1.1	-0.2	0.1	1.4	-32	-2	-4
9	CN(CCc1cn[nH]c1)C(=O)CC1C(=O)NCCN1Cc1ccccc1C(F)(F)F (centres undefined)	6	2	3	2.9	-0.1	-2.5	1.7	-3	-1	7
10	COc1nc(NCc2cccnc2)nc(NC2CCCCC2)n1	2	15	25	3.8	-2.6	-0.8	0.8	-25	13	-1
11	Nn1c(SCc2ccccc2)nnc1-c1ccco1	-5	8	/	-0.1	-2.0	-0.5	1.8	/	11	/
12	NS(=O)(=O)c1ccc(NC(=S)NCc2ccco2)cc1	-2	3	29	2.9	-1.5	0.4	2.2	-29	-2	-1
13	CCCn1cc(S(=O)(=O)CC(=O)Nc2ccc(OC)cc2OC)c2ccccc21	-3	-6	-43	1.0	-2.7	-2.5	2.9	43	-5	-2
14	COc1cccc(NC(=S)N(CCCN2CCC(C)CC2)Cc2cccs2)c1	-1	0	-1	3.3	-3.2	0.9	2.2	1	-2	-10
15	CCOc1ccc2ccccc2c1CNc1nnnn1C	3	36	4	4.2	-3.6	-1.3	1.1	3	-3	-2

(next part)
#	molecule	Tat transport	MITF TRPM1 HTS	SR-BI DiI-HDL act	phage Ecoli inh	CAL PDZ FP-1	E coli growth	AddAB inh	SR-BI DiI inh	Wnt bcat act	CAL PDZ FP-2
16	NC(=O)c1ccc(-n2nnnc2Oc2ccccc2C(=O)N2CCOCC2)cc1	-16	-17	31	1.6	/	-0.8	3.2	-31	-2	-3
17	CC(Sc1ncccn1)C(=O)NC1CCCC1 (centres undefined)	8	0	12	0.6	-1.5	-3.0	-4.4	-12	0	-3
18	COc1ccc(/C=N/Nc2nnc(Cc3ccccc3)c(=O)[nH]2)cc1	2	7	/	0.3	0.1	2.0	2.6	/	0	3
19	COC(=O)c1cc2ccsc2n1Cc1nc(-c2ccc(Cl)cc2)oc1C	-2	1	5	0.4	0.5	-1.0	3.2	-5	-3	/
20	C=CCNc1oc(-c2cccs2)nc1S(=O)(=O)c1ccccc1	0	4	27	3.7	3.7	2.6	1.3	-27	-1	39*
21	COc1ccc(CNC(=O)C(C)NCc2ccccc2Cl)cc1 (centres undefined)	1	/	11	-0.7	-0.8	-1.4	0.8	-11	2	-2
22	CSC1=N/C(=C\c2cccc(Cl)c2)C(=O)N1N(C)C	-6	/	6	4.3	-0.1	0.2	0.1	-6	3	2
23	CN(C)NC(=S)NC1(C)CCS(=O)(=O)C1 (centres undefined)	1	5	-1	1.5	0.4	-0.1	-0.9	1	0	-3
24	COc1ccc(Cc2nc3ccc(C(=O)N4CCC(N(C)C)C4)cc3o2)cc1 (centres undefined)	-2	-4	13	4.6	-1.5	0.4	-0.9	-13	-2	-3
25	NS(=O)(=O)c1ccc(NC(=O)COC(=O)c2ccc(Cl)nc2)cc1	6	/	17	4.9	-1.4	-0.8	0.9	-17	4	/
26	O=C(COC(=O)/C=C/c1ccccc1)Nc1cccc(Oc2ccccc2)c1	11	-4	-9	5.3	-0.1	-2.4	-1.5	9	0	0
27	Cc1ccc(NC(=O)Cn2cccc2)c(C)c1	13	-3	-8	3.5	-0.9	-0.4	3.8	8	-1	-1
28	O=C1N(CN2CCN(Cc3ccccc3)CC2)c2ccccc2C12OCCCO2	-4	4	13	0.8	-0.7	-1.1	-0.3	-13	0	-4
29	COc1ccccc1CNC(=O)C1CCC(=O)N(CCCN2CCCC2=O)C1 (centres undefined)	4	4	-2	2.0	-0.2	-1.3	3.6	2	0	-2
30	CC(C)(C)c1ccc(OCCn2ccccc2=O)cc1	24	/	-2	-0.5	-0.7	-0.7	3.2	2	62*	-2

More compounds
#	molecule	Tat transport	MITF TRPM1 HTS	SR-BI DiI-HDL act	phage Ecoli inh	CAL PDZ FP-1	E coli growth	AddAB inh	SR-BI DiI inh	Wnt bcat act	CAL PDZ FP-2
31	O=C(c1ccc2c(=O)n3c(nc2c1)CCCCC3)N1CCN(c2ccc([N+](=O)[O-])cc2)CC1	3	-15	-54	1.3	-1.6	2.0	4.6	54	1	2
32	CC1=NCCN1S(=O)(=O)c1ccccc1[N+](=O)[O-]	2	-3	-10	6.5	-2.6	-1.3	2.7	10	0	-1
33	Cc1ccc(S(=O)(=O)NN=C2CCC(C(C)(C)C)CC2)cc1[N+](=O)[O-] (centres undefined)	-12	-18	28	/	-1.9	1.2	1.9	-28	/	-3
34	Cc1ccc2c(c1)C(=C(C#N)C#N)C(=O)N2CCN1CCOCC1	7	/	/	1.9	-0.5	0.9	4.1	/	14	-2
35	Cc1c(CN2CCCC(C)C2)c(O)n(CCO)c(=O)c1C#N (centres undefined)	6	12	-19	-2.1	-1.0	-0.2	5.8	19	2	0
36	COC(=O)C(C)n1cnc2c(nnn2-c2ccccc2)c1=O (centres undefined)	7	-5	17	/	-0.7	0.9	-0.7	-17	/	/
37	COc1ccccc1/C=C1\S/C(=N/NC(=O)c2cccc(Br)c2)NC1=O	-3	-2	-14	1.2	-1.2	-2.4	-2.0	14	11	-1
38	COc1ccc2ccc(OC)c(/C=N/n3cnnc3)c2c1	0	-5	19	4.5	-2.5	1.3	1.7	-19	0	/
39	COc1ccc2c(c1OC)C(=O)N(c1ccccn1)C2	4	34	5	2.0	-0.7	1.3	2.9	-5	/	1
40	COc1ccc(NC(=O)CSc2nnc(NC(C)=O)s2)c([N+](=O)[O-])c1	-5	19	24	1.2	-1.7	-1.9	0.7	-24	3	-4
41	c1ccc(-n2ncc3c(NCCN4CCCCC4)ncnc32)cc1	0	11	14	0.9	-0.6	0.9	2.4	-14	/	-1
42	CCCc1nc2sc3c(c2c(=O)n1N)CCC3	11	10	5	3.2	/	-0.8	-2.7	-5	/	-4
43	O=C(O)C(NS(=O)(=O)c1ccccc1)C(O)c1ccccc1 (centres undefined)	-10	5	20	2.0	/	-1.5	0.7	-20	0	-5
44	CCOc1cc(NC(=S)NCC2CCCO2)c(OCC)cc1NC(=O)CC(C)C (centres undefined)	-2	7	-19	1.1	-2.4	-2.2	1.0	19	-1	5
45	COc1ccc2nc(NC(=O)C3CC(=O)N(c4ccccc4)C3)sc2c1 (centres undefined)	-6	6	/	6.5	-1.6	3.5	3.9	/	0	/

Additional compounds follow.
#	molecule	Tat transport	MITF TRPM1 HTS	SR-BI DiI-HDL act	phage Ecoli inh	CAL PDZ FP-1	E coli growth	AddAB inh	SR-BI DiI inh	Wnt bcat act	CAL PDZ FP-2
46	COc1ccc2c(c1OC)C(=O)N(c1cccc(/C=C/C(=O)O)c1)C2	-10	-6	2	-0.4	/	-2.6	0.3	-2	6	0
47	COc1ccc(NC(C)=[N+](C)CCNS(=O)(=O)c2ccc(Cl)cc2)cc1	-7	5	-13	1.4	-2.7	-0.2	1.7	13	-2	-2
48	COc1ccc(C2OCC3(CO2)SC(=O)NC3=O)cc1 (centres undefined)	4	-1	-9	2.4	-0.5	1.6	6.3	9	-1	0
49	CCOC(=O)CC1(NC(=O)c2cc(COc3cccc(OC)c3)on2)CCCCC1	12	-6	-32	-3.4	-3.0	0.1	3.7	32	-3	-2
50	COc1cc(C(=O)Nc2nc3ccc(S(=O)(=O)N4CCOCC4)cc3s2)cc(OC)c1OC	-2	/	-36	3.6	-0.3	0.5	5.7	36	/	-3
51	O=C(Cn1cc(C(=O)C(F)(F)F)c2ccccc21)Nc1ccccc1F	-2	/	-14	1.8	-0.5	2.7	0.2	14	0	-1
52	Cc1cc(C(=O)NNC(=O)C(C)NS(=O)(=O)c2ccccc2F)c(C)o1 (centres undefined)	0	-4	1	-1.6	-0.9	-4.0	-1.5	-1	1	/
53	CCN(c1ccccc1)S(=O)(=O)c1cnc[nH]1	3	1	15	3.2	-1.1	-1.0	1.2	-15	/	1
54	O=C(CSc1n[nH]c(=O)n1Cc1ccco1)N1CCOCC1	/	/	/	1.3	/	0.1	-2.6	/	4	/
55	COc1ccc(CNS(=O)(=O)CCNCc2ccco2)cc1	-2	10	-1	1.7	-0.7	/	/	1	-2	7
56	Cc1cccc(NC(=O)c2cc3c([nH]c4ccccc43)c(C)n2)c1C	-9	25	-30	3.9	0.5	2.1	2.7	30	-2	0
